PI4K2A block: PI4K2A (human) kinase inhibition; activity change, negative = inhibition, % at 76.9 µM; purified PI4K2A, ADP-Glo luminescence, 1 h; hits give low values; Q9BTU6; hit rate 0.13% among 420,000; AID 1346378; in the data active means activity change below about -50%; inconclusive means mostly about -30% to -49%;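 further: -100% = wells without enzyme as full effect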
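PI4K2A activity was measured by ADP-Glo luminescence: enzyme (4 ug/mL stock) and phosphatidylinositol (1.2 mM stock) in Tris pH 7.5/MgCl2/EGTA/Triton X-100 buffer were reacted with ATP (300 microM stock) for one hour at ambient temperature.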
BAZ2B inh: inhibitors of human BAZ2B bromodomain; Q9UIF8; AlphaScreen BAZ2B-H3K14Ac peptide displacement; Potency, µM (titrated, usually from 114 µM), for inactives: at the top dose activity change, negative = inhibition, hits mostly inhibitors; hit rate 4.4% among 360,000; AID 504333; further: potency means the concentration at half of the fitted maximal effect; on the % scale 0 is the no-effect control and ±100 the full control effect; nearly all actives have a fitted effect of over 60% in size
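Inhibition is scored as reduced AlphaScreen emission. The BAZ2B/b-H3(5-23)K14Ac complex (50 nM each) in PBS pH 7.4, 0.01% Tween-20 meets compound (up to 110 uM) for 30 min at RT before bead addition.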
G9a block: blocks human histone lysine methyltransferase G9a. Potency, µM (doses to about 102 µM), inactives show at the top dose activity, negative = inhibition, actives largely listed as inhibitors. hit rate 8.8% among 350,000. G9a H3K9 monomethylation, AlphaScreen, 2 h. AID 504332; further: potency means the concentration at half of the fitted maximal effect; on the % scale 0 is the no-effect control and ±100 the full control effect; nearly all actives have a fitted effect of over 75% in size
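Signal arises when biotinylated H3K9 peptide, once monomethylated, bridges streptavidin donor and antibody-captured acceptor beads. Enzyme at 20 nM was preincubated 15 min with test compounds; peptide 500 nM and SAM 20 uM then reacted for 2 h.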
ERG Ets-DNA blk: blocks human ERG Ets domain binding to DNA; Potency, µM (doses to about 76.9 µM), for the others: at the highest dose FP activity, negative = inhibition, actives largely listed as inhibitors; fluorescence polarization, His-ERG Ets domain / labelled DNA; P11308; hit rate 0.028% among 370,000; AID 624246; active means well fitted inhibition curve with a large enough effect in the polarisation, with a control signal flat; inconclusive means small, poorly fitted or top-dose-only effect, or effect the other way, or a change in a side signal; inactive means no such curve, though single readings can be large or run the other way; the % refers to the polarisation;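 further: polarization taken with two DNA probes labelled with fluorescein and Texas red; potency means the concentration at half of the fitted maximal effect; % of control where 0% means no effect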
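His-tagged ERG Ets domain (1 uM in the protein solution; 300mM KCl, 50mM Tris-HCl, 1mM EDTA, 1mM DTT, pH 7.5) received compound, then a probe mix of 5 nM fluorescein-DNA and 100nM Texas-615-DNA. Fluorescence polarization was read for both dyes.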
GLS inhibitor: inhibitors of human glutaminase (GLS) | hit rate 0.21% among 410,000 | O94925 | GLS enzymatic activity, qHTS titration | Potency, µM (top dose mostly 45.5 µM), for the others: at the highest dose activity change, negative = inhibition, most hits filed as inhibitors; further: potency means the concentration at half of the fitted maximal effect; on the % scale 0 is the no-effect control and ±100 the full control effect
Target sequence (O94925 whole entry, looked up): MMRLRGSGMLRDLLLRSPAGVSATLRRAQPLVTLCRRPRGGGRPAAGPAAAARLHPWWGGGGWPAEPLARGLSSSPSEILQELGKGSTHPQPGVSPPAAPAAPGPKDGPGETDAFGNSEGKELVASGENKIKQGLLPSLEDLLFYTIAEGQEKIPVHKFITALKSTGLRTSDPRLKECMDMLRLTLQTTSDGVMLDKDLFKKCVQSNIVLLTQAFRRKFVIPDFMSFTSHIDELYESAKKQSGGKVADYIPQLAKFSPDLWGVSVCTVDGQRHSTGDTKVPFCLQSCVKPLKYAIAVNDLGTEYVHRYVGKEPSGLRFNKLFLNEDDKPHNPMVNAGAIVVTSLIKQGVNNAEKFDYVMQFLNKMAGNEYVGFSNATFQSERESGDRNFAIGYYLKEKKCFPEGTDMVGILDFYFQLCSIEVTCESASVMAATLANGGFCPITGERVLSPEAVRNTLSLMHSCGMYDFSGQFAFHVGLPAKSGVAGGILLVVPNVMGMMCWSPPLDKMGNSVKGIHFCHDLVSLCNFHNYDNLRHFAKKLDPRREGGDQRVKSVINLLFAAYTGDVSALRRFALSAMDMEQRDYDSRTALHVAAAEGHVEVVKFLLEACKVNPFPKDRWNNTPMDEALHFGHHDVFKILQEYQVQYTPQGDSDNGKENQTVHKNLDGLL
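Glutamate formation by hKGA was monitored fluorometrically using coupled glutamate oxidase, HRP and Amplex Red. Substrate was added as 1 mM L-glutamine solution; incubation was 30 min at RT after an initial read.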
HP1b chromo inh: blocks HP1-beta chromodomain binding to methylated histone tails | P83916 | AlphaScreen HP1-beta / biotin-H3K9me3 peptide binding | Potency, µM (highest dose often 114 µM), for inactives: at the highest dose activity change, negative = inhibition, most hits filed as inhibitors | hit rate 0.56% among 390,000; further: potency means the concentration at half of the fitted maximal effect; nearly all actives have a fitted effect of over 70% in size; inactives centre near 23
Target sequence (P83916 whole entry, looked up): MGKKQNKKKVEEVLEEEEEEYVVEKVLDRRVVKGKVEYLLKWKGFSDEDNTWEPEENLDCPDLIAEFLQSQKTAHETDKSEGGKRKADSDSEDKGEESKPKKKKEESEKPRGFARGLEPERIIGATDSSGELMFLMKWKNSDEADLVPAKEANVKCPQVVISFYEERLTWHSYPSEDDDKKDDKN
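HP1-beta protein (50 nM final) preincubated 30 min at room temperature with biotinylated H3(1-18)K9me3 peptide (50 nM) in PBS pH 7.4, 0.01% Tween-20, then compound added for 30 min. AlphaScreen streptavidin donor/nickel chelate acceptor beads (10 ug/mL final), 30 min dark, luminescence read.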
JMJD2A Tudor: JMJD2A Tudor domain (human) inhibition | AlphaScreen JMJD2A-Tudor / H3K4me3 peptide binding | hit rate 4.4% among 390,000 | Potency, µM (doses to about 114 µM), for the others: at the highest dose activity change, negative = inhibition, hits mostly inhibitors | O75164; further: potency means the concentration at half of the fitted maximal effect; on the % scale 0 is the no-effect control and ±100 the full control effect; nearly all actives have a fitted effect of over 50% in size
RGS4 inh: blocks human RGS4-accelerated GTP hydrolysis | Transcreener GDP fluorescence polarization, RGS4-accelerated GTP hydrolysis | hit rate 0.039% among 390,000 | P49798 | Potency, µM (top dose mostly 114 µM), for inactives: at the top dose activity change, negative = inhibition, most hits filed as inhibitors; further: potency means the concentration at half of the fitted maximal effect; on the % scale 0 is the no-effect control and ±100 the full control effect; nearly all actives have a fitted effect of over 75% in size; some results filed as inactive show a strong effect at the top dose
Target sequence (P49798 whole entry, looked up): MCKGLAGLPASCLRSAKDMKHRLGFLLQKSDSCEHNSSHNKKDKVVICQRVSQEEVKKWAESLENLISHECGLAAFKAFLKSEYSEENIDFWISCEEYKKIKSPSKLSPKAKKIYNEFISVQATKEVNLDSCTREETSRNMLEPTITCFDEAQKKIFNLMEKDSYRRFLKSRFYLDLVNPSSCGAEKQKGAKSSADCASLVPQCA
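MLSMR compounds (23 nl, pin-transferred) preincubated 10 min at room temperature with a 500nM (2x) first reagent, then RGS4 at 900nM (2x) plus Transcreener GDP mix added; fluorescence polarization (620/688 nm) read before and after 90 min at 30 °C.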
12-LOX inh: blocks human arachidonate 12S-lipoxygenase; P18054; purified 12hLO, xylenol orange hydroperoxide absorbance; Potency, µM (series often up to 108 µM), without a hit: top-dose activity change, negative = inhibition, actives largely listed as inhibitors; hit rate 1.1% among 580,000; further: potency means the concentration at half of the fitted maximal effect; on the % scale 0 is the no-effect control and ±100 the full control effect
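Hydroperoxide product was detected by ferrous iron/xylenol orange as the 573 to 405 nm absorbance ratio. Arachidonic acid at 40 uM (final) was turned over for 30 min at room temperature by 150 nM human 12hLO, pH 7.0 Hepes buffer, after 15 min compound preincubation.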
The depositor's hits bear a star; ? = inconclusive; / = not tested or not shown; [ ] = another dose, or the depositor's remark. Unless noted, the call rests on the fitted dose curve; in most records, active means well fitted curve in the direction sought with a large enough effect; inconclusive means small, poorly fitted or top-dose-only effect, or another doubt; inactive means no such curve, though single readings can be large; an effect the other way counts as inactive or inconclusive. A portion of the library (hit frequency here may not be typical).

SMILES	PI4K2A block	BAZ2B inh	G9a block	ERG Ets-DNA blk	GLS inhibitor	HP1b chromo inh	JMJD2A Tudor	RGS4 inh	12-LOX inh
COc1ccc(N2C(=O)CCC(C(=O)Nc3cccc(C)n3)C2c2ccc(OC)c(OC)c2)cc1 (stereo not drawn)	1	7%	-12%[12.7 µM]	-1%	3%	12%	-31%	-20%	-28%
Cc1cc(C(=O)N/N=C\C(Br)=C\c2ccccc2)c(C)o1	0	-29%	-42%	3%	-5%	-7%	?	?	-4%
O=C(COC(=O)Cn1cnc2ccccc2c1=O)Nc1ccc2c(c1)OCO2	-4	-25%	?	-7%	7%	37%	-12%	11%	-1%
CC(=O)c1c(NCc2ccccc2)nc(=O)n(-c2ccccc2)c1C	-1	11%	-4%[59 µM]	-3%	-2%	18%	-13%	-2%	-4%
COc1ccccc1Nc1cc(C(=O)NC2CCC(C)CC2)c2ccccc2n1 (stereo not drawn)	-11	/	1%[59 µM]	-1%	4%	42%[activator]	7%	4%	-29%
O=C(/C=C/c1ccccc1O)c1ccco1	-5	-31%	-18%	12%	-5%	-5%	-21%	-25%	-9%
O=C(O)c1ccc(/C=N/NC(=O)c2ccc(CN3c4cccc5cccc(c45)S3(=O)=O)cc2)cc1	-5	50µM*	-4%[59 µM]	-2%	10%	-6%	?	-5%[56.9 µM]	-17%
Cc1ccccc1-n1c(-c2ccoc2C)n[nH]c1=S	-3	0%	2.2µM*	-2%	13%	5%	7.9µM*	-50%	?
O=C1NC(Cc2c[nH]c3ccccc23)C(=O)N1Cc1ccc(CN2C(=O)NC(Cc3c[nH]c4ccccc34)C2=O)cc1 (stereo not drawn)	2	-33%	-44%[59 µM]	-3%	4%	-13%	?	9%	-5%
CCCCC[C@H]1CN(Cc2ccccc2)C(=O)[C@@H]1CC(=O)NCc1ccc(OC)cc1	3	3%	?	-4%	-6%	42%[activator]	-7%	6%	-8%
CC(=O)CCn1cnc([N+](=O)[O-])n1	2	-3%	5%[59 µM]	5%	1%	32%	-1%	-30%	-2%
O=C(Nc1nc2c(s1)CCCC2)C1COc2ccccc2O1 (stereo not drawn)	-2	?	?	-7%	2%	-5%	-26%	-22%	-24%
COc1cc(NC(=O)C/C(C)=N/NC(=O)C2CCCCC2)c(OC)cc1Cl	-3	-1%	-4%	4%	-11%	16%	-14%	-1%	19%
O=C(O)c1cn(-c2ccccc2)c(=O)c2ccccc12	8	4%	5%[59 µM]	-9%	25%	34%	-10%	-3%	0%
C[N+]1=C(/C=C/Nc2ccccc2Cl)C(C)(C)c2ccccc21	-6	-34%	7.9µM*	119%[activator]	-7%	-21%	?	?	?
Cc1ccc(NC(=O)c2ccc(CSc3nnc(C)s3)cc2)cc1	-8	-6%	20%	4%	1%	35%	-1%	-6%	0%
CC(=O)N1CCOc2cc(S(=O)(=O)NCc3ccc(C)cc3)c(C)cc21	5	0%	-26%[59 µM]	-24%	-7%	17%	-18%	14%	-18%
COc1ccc(-c2nc3ccccc3s2)cc1O	-25	4%	?	-3%	58%[activator]	-18%	-14%[11.4 µM]	-18%[11.4 µM]	?
Cc1c(C(=O)N2CCC(C(=O)Nc3ccc(F)cc3)CC2)sc2nc[nH]c(=O)c12	2	5%	19%[59 µM]	-3%	2%	20%[57 µM]	-12%	-20%	-6%
COC(=O)c1ccccc1NC(=O)n1cc(C)cn1	-1	-2%	6%[59 µM]	0%	-3%	9%	-22%	13%	0%
COc1ccc(C(=O)NC2CCN(C(=S)Nc3cc(C)cc(C)c3)CC2)cc1	-2	1%	38%[59 µM]	?	8%	45%[activator]	13%	-2%[11.4 µM]	-25%
CCC(Oc1ccccc1)C(=O)N1CCN(c2ccccn2)CC1 (stereo not drawn)	17	-4%	0%[12.7 µM]	-1%	12%	26%	-6%	14%	-1%
CCc1nnc(NS(=O)(=O)c2ccc(NC(=O)/C=C/c3ccccc3Cl)cc2)s1	1	?	?	21%	5%	17%	-13%	-25%	?
COCCNC(=O)c1ccc(-c2csc(C)n2)cc1	-5	/	5%	-3%	-1%	26%	-1%	20%	-1%

A draw from above in order of number of heavy atoms, ascending:
SMILES	PI4K2A block	BAZ2B inh	G9a block	ERG Ets-DNA blk	GLS inhibitor	HP1b chromo inh	JMJD2A Tudor	RGS4 inh	12-LOX inh
COc1ccc(-c2nc3ccccc3s2)cc1O	-25	4%	?	-3%	58%[activator]	-18%	-14%[11.4 µM]	-18%[11.4 µM]	?
COCCNC(=O)c1ccc(-c2csc(C)n2)cc1	-5	/	5%	-3%	-1%	26%	-1%	20%	-1%
O=C(O)c1cn(-c2ccccc2)c(=O)c2ccccc12	8	4%	5%[59 µM]	-9%	25%	34%	-10%	-3%	0%
COc1cc(NC(=O)C/C(C)=N/NC(=O)C2CCCCC2)c(OC)cc1Cl	-3	-1%	-4%	4%	-11%	16%	-14%	-1%	19%
CCc1nnc(NS(=O)(=O)c2ccc(NC(=O)/C=C/c3ccccc3Cl)cc2)s1	1	?	?	21%	5%	17%	-13%	-25%	?

Remaining list, next part.
SMILES	PI4K2A block	BAZ2B inh	G9a block	ERG Ets-DNA blk	GLS inhibitor	HP1b chromo inh	JMJD2A Tudor	RGS4 inh	12-LOX inh
CCOCC(=O)Nc1cc(-c2cn3cccnc3n2)ccc1C	5	4%	/	-1%	0%	27%	-4%	15%	9%
COc1ccc(-c2oc3ccccc3c(=O)c2OC(=O)c2ccc(C)cc2)cc1	-5	0%	40%	-4%	1%	22%	-27%	-21%	12%
COc1ccccc1CNC(=O)c1ccc(CS(=O)Cc2cccc(Cl)c2)o1 (stereo not drawn)	-1	-3%	1%	-7%	7%	12%[57 µM]	2%	-4%	-1%
Cc1ccccc1C(=O)N=c1ccn(-c2nc3ccccc3nc2NS(=O)(=O)c2ccccc2)cc1	-1	-7%	/	-3%	5%	26%	2%	16%	-15%
CC(C)(C)CN1CCC(Oc2cccc(C(=O)N3CCNC(=O)C3(C)C)c2)CC1	-1	-14%	27%	-3%	13%	40%[activator]	-10%	19%[11.4 µM]	22%
COc1ccc(OC)c(CC2C(=O)Nc3ccc(Br)cc32)c1 (stereo not drawn)	5	?	?	0%	12%	1%	?	16%	?
S=C(Nc1ccc(Br)cc1)N1CCCC1	0	15%	49%[59 µM]	-4%	4%	48%[activator]	6%[57.1 µM]	-41%	-19%
O=C(CN1CCN(c2ncccn2)CC1)N1CCCc2c1c(=O)oc1ccc(O)cc21	-5	13%	-9%[59 µM]	3%	17%	4%	-11%	-37%	-5%
C=CCc1cccc2cc(C(=O)O)c(=O)oc12	-1	-38%	-12%	-10%	6%	11%	-5%	-16%	0%
COc1ccccc1NC(=O)CSc1oc(-c2ccco2)nc1S(=O)(=O)c1ccc(Br)cc1	-7	-19%	-46%[59 µM]	8%	-4%	-4%	-23%	-20%	?
Cc1cc(C)nc(N2CCCC(C(=O)NNC(=O)c3ccncc3)C2)n1 (stereo not drawn)	0	3%	-6%[59 µM]	-3%	-1%	27%	3%	-17%	25%
CCCc1ccc(C(C)NC(=S)NC2CCCCC2)cc1 (stereo not drawn)	-8	-20%	54%[activator]	1%	3%	25%	-5%	11%	35µM*
Cc1cccc(OCc2nnc(-c3ccccc3)o2)c1	3	96%[activator]	18%[59 µM]	2%	-8%	115%[activator]	82%[activator]	11%	-22%
COc1ccc(/C=C/C(=O)OCC(=O)Nc2ccc3c(c2)OCO3)cc1	-2	0%	-3%[12.7 µM]	-12%	-1%	18%	-6%	-11%	0%
Cc1ccccc1-n1c(SCc2ccc(Cl)cc2)nc2[nH]ncc2c1=O	-2	-20%	-21%[59 µM]	0%	3%	41%[activator]	?	-10%	?
CCN1C(=O)c2cccc3c(S(=O)(=O)N4CCC(C)CC4)ccc1c23	-4	74%[activator]	27%[12.7 µM]	-4%	-1%	193%[activator]	79%[activator]	-13%	1%
Cc1ccc(F)c(Cn2cnc3c(cnn3C(C)(C)C)c2=O)c1Cl	1	-1%	-43%[2.33 µM]	/	3%	94%[activator]	13%	-15%	-3%
COc1ccc(OC)c(/C=C/C(=O)OCC(=O)Nc2cccc(Oc3ccccc3)c2)c1	-2	18%	85%[activator]	3%	-4%	89%[activator]	33%	-9%	-15%
CC(C)(O)[C@@H]1CC(=O)[C@]2(C)[C@H](CC[C@@]3(C)[C@H](c4ccoc4)OC(=O)[C@H]4O[C@]432)[C@@]1(C)/C=C\C(=O)O	0	4%	23%[2.33 µM]	3%	5%	35%	-20%	5%	11%
O=C(c1cn(-c2ccccc2)nc1-c1cccnc1)N1CCN(S(=O)(=O)c2ccc(Cl)cc2)CC1	-8	/	/	1%	-3%	32%	-3%	7%	2%
